WT yeast gro inh: growth inhibition of WT yeast, mitochondrial fusion screen; mitochondrial fusion phenotypic screen, WT strain; inhibition, % at 10 µM; 190,000 compounds, 2.1% hits; AID 1362; in the data active = inhibition above about 58%; tested in S. cerevisiae
West Nile virus CPE: West Nile virus antiviral activity, cell-based, CPE readout (AID 1621); one-dose CPE inhibition, % at 10 µM; IC50 in µM for titrated hits; West Nile virus-infected cells, CPE inhibition; higher % means a stronger effect; 290,000 compounds, 0.02% hits; in the data active = a potency from the dose series; inconclusive = CPE inhibition mostly from about 3.7% at the one dose, without a potency; inactive = the rest, 99 in 100 with CPE inhibition below about 2.2%; note: strong numbers were not always called active
Yfh1-depleted yeast: mitochondrial function rescue without frataxin homolog – Friedreich's ataxia, plus single-dose screen, dose response (AID 1465). 220,000 compounds, 0.074% hits. S. cerevisiae Yfh1-off respiration, WST-1 reduction, 72 h; higher fold induction means a stronger effect. fold induction at 50 µM, or EC50 in µM where a hit was titrated;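 active = fold induction of absorbance versus untreated yeast above a set limit, then at least 30% activation at any dose in follow-up; inconclusive = repeats straddling the limit, or above it without dose testing; inactive = fold induction below the set limit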;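 note: activators that raise dye reduction in frataxin-depleted yeast; strong numbers were not always called active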
Dengue-2 NS5 capping: Dengue-2 NS5 methyltransferase inhibitors, primary screen, biochemical, confirmation dose response (AID 588689); Dengue-2 NS5 methyltransferase capping enzyme assay, biochemical; higher % means a stronger effect; inhibition, % at 25 µM, or IC50 in µM where a hit was titrated; 340,000 compounds, 0.3% hits; in the data active = a potency from the dose series; inconclusive = inhibition above about 29% without an active follow-up result
CSM14.1 death rescue: protection against thapsigargin-triggered cell killing – 384-well, CSM14.1, ATP luminescence, primary screen (AID 1222); cellular ATP content (survival), % at 20 µM, or EC50 in µM where a hit was titrated; CSM14.1 thapsigargin-induced death rescue, ATP luminescence; higher % means a stronger effect; 190,000 tested, under 10 active;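 active = EC50 below 50 µM in the dose-response confirmation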;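 note: death triggered by thapsigargin at about 15 µM added after 2 h compound pretreatment; cell ATP read after overnight thapsigargin exposure of roughly 18 to 22 hours; normalized against plate controls of thapsigargin alone and 5% DMSO vehicle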
Large T inhibition: TAg ATPase/helicase activity blockers – biochemical (AID 1903). SV40 large T antigen ATPase/helicase inhibition assay; higher % means a stronger effect. one-dose inhibition, % at 20 µM; IC50 in µM for titrated hits. 310,000 compounds, 0.39% hits; in the data active = a potency from the dose series; inconclusive = inhibition mostly from about 32% at the one dose, without a potency; inactive = the rest, 99 in 100 with inhibition below about 32%; note: strong numbers were not always called active
RSV antiviral HEp-2: inhibition of RSV-induced cytopathic effect – HEp-2 cells, primary 10 µM value included (AID 2391); HEp-2 cells, RSV-induced CPE inhibition; higher % means a stronger effect; CPE inhibition, % at 10 µM; hits with a dose series show IC50 in µM; 310,000 compounds, 0.13% hits; in the data active = a potency from the dose series; inconclusive = CPE inhibition mostly from about 23% at the one dose, without a potency; inactive = the rest, 99 in 100 with CPE inhibition below about 21%; note: strong numbers were not always called active
XIAP antagonists: XIAP antagonists, biochemical, IAP family, fluorescence polarization (AID 1018); XIAP BIR domain, fluorescence polarization peptide displacement; higher % means a stronger effect; one-dose displacement, % at 20 µM; IC50 in µM for titrated hits; 200,000 compounds, 0.007% hits; in the data active = displacement above about 50%; note: a part of the inactive calls stands beside numbers as strong as those of hits
K1F lysis inhibition: protection from phage-mediated lysis, alamar blue read-out – E. coli UTI89, K1F phage, bacterial capsule biogenesis inhibitors (AID 488966); E. coli UTI89 K1F phage lysis, alamar blue, 2 h; higher % means a stronger effect; 340,000 compounds, 0.02% hits; one-dose inhibition, % at 100 µM; IC50 in µM for titrated hits;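 active = phage lysis inhibition, versus mean bacterial control, above a set limit; inconclusive = no clear call, values can overlap the other calls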;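 note: capsule biogenesis inhibitors block K1F phage lysis so surviving cells raise fluorescence; higher fluorescence means more inhibition of phage lysis; actives were called in the ten point dose series up to 300 µM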
WT yeast gro inh mutant strain: recorded beside WT yeast gro inh, whose call it bears; inhibition, %; mitochondrial fusion phenotypic screen, mutant strain inhibition
Dengue-2 NS5 capping pilot replicate: further read-out of Dengue-2 NS5 capping, marked with its call; inhibition, %; measured here: pilot screen replicate inhibition
An asterisk follows results filed as active; i = inactive; ? = inconclusive; · = no result given; [ ] = dose if it differs, or a comment. Compounds as they come; any-hit rate near 2.2%.

SMILES | WT yeast gro inh | WT yeast gro inh mutant strain | West Nile virus CPE | Yfh1-depleted yeast | Dengue-2 NS5 capping | CSM14.1 death rescue | Large T inhibition | RSV antiviral HEp-2 | XIAP antagonists | K1F lysis inhibition | others
CC/C(O)=C1\C(=O)CC(c2ccccc2)CC1=NC(C)C (stereo unspecified) | -10 | -1 | -0.7% | i | 1% | 6.1% | 3% | -0.7% | -13% | 2.5%
COC(=O)c1cc(C(=O)c2ccccc2)n2c(=O)/c(=C\N(C)C)sc12 | · | · | -0.1% | i | · | · | 13% | 0.9% | · | -0.2%[50 µM]
CCOC(=O)C1=C(c2ccc(OC)cc2)OC(N)=C(C#N)C1c1cccnc1 (stereo unspecified) | · | · | -0.2% | i | · | · | 7% | 1.3% | · | ·
O=C(O)CC1CCS(=O)(=O)C1 (stereo unspecified) | 15 | 16 | 0.7% | i | 2% | 0.1% | 9% | 2.6% | -0.3% | 0.1%
O=S(=O)(O)c1cc(OS(=O)(=O)c2ccccc2)cc2ccccc12 | · | · | 0.1% | · | 10% | · | 8% | 0.5% | · | 0.4%
CCC1C(=O)c2ccccc2N(C)C1=O (stereo unspecified) | -22 | -14 | -0.1% | i | -3% | -0.3% | 3% | 0.0% | -3.9% | 0.3%
CN1OC(CC(=O)O)N(c2ccc(Cl)cc2)C1=O (stereo unspecified) | -7 | 4 | -0.1% | i | -1% | -4.1% | 0% | 2.7% | -5.2% | 3.4%
CC(C)NC(=O)CN(C(=O)CCC(=O)Nc1nccs1)c1ccc2c(c1)OCO2 | · | · | 1.1% | · | 4% | · | 11% | 1.7% | · | -0.8%
CCOc1cc(C)c(Cl)cc1S(=O)(=O)NCCOC | 3 | -12 | 0.2% | i | -6% | -3.0% | 6% | 0.4% | -5.2% | 4.9%
Cc1ccccc1NC(=O)CSc1nnc(Cc2ccccc2)o1 | -4 | 1 | 0.2% | i | 8% | -1.5% | 8% | 1.1% | -5.2% | -1.1%
CCN(CC)CCN(C(=O)c1ccc(S(=O)(=O)N2CCCCC2)cc1)c1nc2cc3c(cc2s1)OCO3 | 25 | -25 | -0.6% | i | -4% | -0.3% | 16% | 0.5% | -1.3% | 0.3%
COC(=O)c1cc(Br)c(=O)n(-c2ccc(OC)cc2)c1 | -3 | 4 | 0.1% | i | 3% | -1.4% | 1% | 1.1% | -3.0% | 1.4%
CCc1ccc(-c2csc(NC(=O)C3=NN(c4ccccc4)C(=O)CC3)n2)cc1 | 8 | 16 | 0.5% | i | 2% | 2.4% | -10% | 5.3% | -5.4% | 0.2%
COc1cc(C2C(C#N)=C(C)NC3=C2C(=O)c2ccccc23)cc(OC)c1OC (stereo unspecified) | 1 | 0 | -0.2% | i | -1% | -0.1% | 7% | 4.9% | -4.6% | 0.2%
CCOc1ccc(CNC(=O)c2ccc(NC(=O)C3=CSCCO3)cc2)cc1 | · | · | 0.3% | · | -7% | · | 1% | 2.5% | · | -0.1%
CC(C)(C)c1cc(=O)n2c(C#N)c(C#N)nc2[nH]1 | 4 | 2 | 0.6% | i | 0% | -0.6% | -3% | 2.3% | -2.5% | 0.0%
CCNc1nc(NCC)n2c(SCC(=O)Nc3ccc(NC(C)=O)cc3)nnc2n1 | · | · | · | · | -10% | · | 13% | 0.4% | · | 0.3%[50 µM]
CC(=O)N/N=C\c1cccc(OC/C=C/c2ccccc2)c1 | · | · | -0.3% | · | -8% | · | 12% | 5.3% | · | 1.1%
CCOC(=O)Cn1nnnc1C(CC)N(Cc1ccccc1)Cc1cc2cc(C)ccc2[nH]c1=O (stereo unspecified) | 32 | 5 | 0.0% | i | -3% | -2.0% | 6% | 1.1% | -1.3% | -0.4%
Cc1ccc(S(=O)(=O)N2CCN(C(=O)c3cc(-c4cccs4)nn3-c3ccccc3)CC2)cc1 | · | · | · | · | -6% | · | 12% | 0.7% | · | -1.8%
COc1cc(OC)c(OC)cc1CN1CCN(c2ccc(F)cc2)CC1 | · | · | -0.9% | i | -2% | · | 20% | · | · | -0.5%
CCNC(=O)NC(=O)C(C)Oc1ccc(C(=O)OC)cc1 (stereo unspecified) | 16 | 20 | 0.5% | i | -8% | -1.3% | 7% | 0.1% | -5.3% | 0.2%
COc1cc(Cl)c(C)cc1NC(=O)CSc1nnc(-c2cccnc2)n1Cc1ccco1 | 3 | 2 | -0.8% | i | -3% | 3.3% | 2% | 5.3% | 3.6% | -0.3% | Dengue-2 NS5 capping pilot replicate=1.8
Cc1ccc(C(=O)O)cc1NC(=S)NC(=O)Cc1ccccc1 | -7 | 4 | -0.3% | i | 3% | 2.8% | -2% | 1.0% | -12% | -1.1%
COc1cc2c(cc1OC)CN(C(=O)c1sc(-c3cnccn3)nc1C)CC2 | · | · | 0.1% | i | 2% | · | 0% | · | · | -1.5%

Next part
SMILES | WT yeast gro inh | WT yeast gro inh mutant strain | West Nile virus CPE | Yfh1-depleted yeast | Dengue-2 NS5 capping | CSM14.1 death rescue | Large T inhibition | RSV antiviral HEp-2 | XIAP antagonists | K1F lysis inhibition | others
O=C(NC(N1CCCC1)C(Cl)(Cl)Cl)c1ccccc1 (stereo unspecified) | -3 | 29 | -0.3% | i | -4% | -0.4% | 11% | 0.6% | -4.2% | 0.4%
COc1ccccc1Nc1nc(NCCCCO)nc(N2CCCC2)n1 | · | · | 0.3% | i | -2% | · | 4% | 16% | · | -0.8%
COc1ccc(S(=O)(=O)N2CCOC23CCN(S(=O)(=O)c2ccc(C)cc2)CC3)cc1 | · | · | · | · | -2% | · | 1% | 11% | · | 0.7%[50 µM]
CCC(C)(C)n1nnnc1C(c1ccc(OC)c(OC)c1)N1CCN(C(=O)c2ccco2)CC1 (stereo unspecified) | · | · | -0.2% | · | 4% | · | 16% | 2.7% | · | 1.3%
CCOC(=O)c1sc(NC(=O)c2ccccc2C(=O)O)c(C(=O)OCC)c1C | · | · | 0.0% | i | 7% | · | 12% | 13% | · | -2.1%[50 µM]
CC(C)C(NC(=O)C1CCC(C(C)(C)C)CC1)C(=O)NCCc1ccc(S(N)(=O)=O)cc1 (stereo unspecified) | · | · | -0.8% | · | 9% | · | 1% | 2.2% | · | 0.3%
CC1CN(C2=NC(=O)/C(=C/c3ccncc3)S2)CC(C)O1 (stereo unspecified) | · | · | -0.3% | i | -11% | · | 8% | 1.7% | · | 0.1%
Cc1ccc(NC(=S)N(CCCN2CCC(C)CC2)Cc2ccco2)cc1 | 3 | 14 | -1.4% | i | -2% | -0.7% | 9% | 3.2% | -4.1% | 0.1%
COc1cc(C2NC(=O)NC(O)(C(F)(F)F)C2C(=O)c2ccc(Cl)cc2)ccc1O (stereo unspecified) | 1 | -1 | 1.1% | i | -6% | -0.8% | 10% | 0.8% | -1.7% | 0.0%
O=C(NCc1cccnc1)C12CC3CC(CC(Cl)(C3)C1)C2 | · | · | 0.2% | · | -5% | · | 3% | 0.4% | · | -0.3%
COCCn1c(N/N=C(C)/C=C/c2ccccc2)nc2c1c(=O)[nH]c(=O)n2C | -3 | 9 | 1.0% | i | · | -2.3% | 26% | -0.4% | -8.9% | ·
C=CCN(c1ccccc1)S(=O)(=O)c1cc(C(=O)NC2=NCCS2)ccc1Cl | 0 | -1 | -1.0% | i | 1% | 2.3% | 1% | 0.0% | -2.1% | 0.7%
O=C(CSc1nc(=O)n2ccccc2n1)N1CCN(c2ccccc2)CC1 | · | · | · | · | -6% | · | 13% | 1.7% | · | 1.2%[50 µM]
Cc1ccc(NC(=O)c2ccc3c(c2)N(CC(=O)N2CCCCC2)C(=O)C(C)(C)O3)cc1 | 4 | -2 | 0.4% | i | -8% | -2.1% | 5% | 1.7% | -4.5% | 0.5% | Dengue-2 NS5 capping pilot replicate=4.9
O=c1[nH]c2ccc(S(=O)(=O)Nc3ccc(-c4nnc5n4CCCCC5)cc3)cc2o1 | -5 | -5 | -0.1% | i | -10% | -1.5% | 4% | 1.8% | -1.2% | 1.5%
Cc1ccc(C)c(S(=O)(=O)N2C(=S)NC(=O)C2C(C)C)c1 (stereo unspecified) | 0 | -13 | 0.3% | i | -3% | -3.1% | 3% | 0.3% | -5.4% | 0.4%
O=C(NCc1ccccc1)c1ccc(S(=O)(=O)C(F)F)cc1 | -4 | -21 | 0.1% | i | 3% | -4.9% | -2% | 7.9% | -1.5% | -0.1%
CC1CCC(NC(=O)C(NC(=O)c2ccccc2)C(C)C)CC1 (stereo unspecified) | 11 | 9 | -0.4% | i | -10% | 0.0% | 12% | 4.3% | -4.7% | -0.1%
CCc1ccccc1NC(=O)Nc1ccc(F)cc1F | 14 | 7 | -0.5% | i | · | 0.0% | 6% | 0.6% | -4.0% | 0.3%
O=S(=O)(c1ccccc1)c1ccc(N2CCCCCC2)cc1 | · | · | -1.2% | · | -3% | · | 4% | 0.7% | · | 0.0%
CCCCCC(=O)N(Cc1ccccc1)c1c(N)n(CCOC)c(=O)[nH]c1=O | · | · | -0.1% | · | 1% | · | 9% | 1.1% | · | -0.2%
O=C1NCCCc2c1oc1ccc(O)cc21 | -1 | 1 | ? | i | -2% | -1.5% | 26% | 1.4% | -4.4% | 0.5%
CCOC(=O)N1CCN(S(=O)(=O)c2ccc(C(=O)Nc3sc4c(c3C#N)CC(C)(C)NC4(C)C)cc2)CC1 | · | · | 0.3% | · | 0% | · | -4% | 0.0% | · | 1.2%[50 µM]
C#CCNC(=O)C1=C[C@H](c2ccc3c(c2)OCO3)[C@@H](CCCO)[C@H](OCC)O1 | -20 | -16 | 0.3% | i | -7% | -0.4% | 9% | 0.0% | -2.1% | 1.9%
O=C(COc1ccc(/C=N/NS(=O)(=O)c2ccccc2)cc1)NCCc1ccccc1 | 3 | 7 | 0.9% | i | -7% | -1.6% | -1% | 3.3% | -7.4% | -0.8%
CCC(=O)N(Cc1cc2ccc(C)cc2n2nnnc12)C1CCCCC1 | 1 | 2 | -1.1% | i | 4% | 21% | 6% | 11% | -3.6% | 1.0%
CC(=O)c1cccc(NC(=O)Cn2cc3c(n2)CCCC3)c1 | 7 | -4 | -0.9% | i | 1% | -0.4% | 5% | 3.1% | -18% | 9.1%
NC(=O)c1cc(S(=O)(=O)NCCCc2ccco2)cs1 | · | · | -0.4% | · | -4% | · | 13% | 4.3% | · | -0.1%

Not a retest: entries from further up.
SMILES | WT yeast gro inh | WT yeast gro inh mutant strain | West Nile virus CPE | Yfh1-depleted yeast | Dengue-2 NS5 capping | CSM14.1 death rescue | Large T inhibition | RSV antiviral HEp-2 | XIAP antagonists | K1F lysis inhibition | others
O=C(NC(N1CCCC1)C(Cl)(Cl)Cl)c1ccccc1 (stereo unspecified) | -3 | 29 | -0.3% | i | -4% | -0.4% | 11% | 0.6% | -4.2% | 0.4%
COc1ccccc1Nc1nc(NCCCCO)nc(N2CCCC2)n1 | · | · | 0.3% | i | -2% | · | 4% | 16% | · | -0.8%
